RBX1-CUL1 inh = blocks human RBX1-Cullin-1 di-ubiquitin formation | inhibition, % at 10 µM | actives 0.6% (n = 140,000) | P62877+Q13616 | in vitro K48 di-Ub FRET, acceptor:donor ratio, 45 min; in the data active means inhibition above about 25%
Target sequence (P62877 whole entry, looked up): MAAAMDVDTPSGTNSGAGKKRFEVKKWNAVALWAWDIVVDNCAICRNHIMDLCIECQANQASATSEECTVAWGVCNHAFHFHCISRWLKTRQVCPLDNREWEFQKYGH
Target sequence (Q13616 whole entry, looked up): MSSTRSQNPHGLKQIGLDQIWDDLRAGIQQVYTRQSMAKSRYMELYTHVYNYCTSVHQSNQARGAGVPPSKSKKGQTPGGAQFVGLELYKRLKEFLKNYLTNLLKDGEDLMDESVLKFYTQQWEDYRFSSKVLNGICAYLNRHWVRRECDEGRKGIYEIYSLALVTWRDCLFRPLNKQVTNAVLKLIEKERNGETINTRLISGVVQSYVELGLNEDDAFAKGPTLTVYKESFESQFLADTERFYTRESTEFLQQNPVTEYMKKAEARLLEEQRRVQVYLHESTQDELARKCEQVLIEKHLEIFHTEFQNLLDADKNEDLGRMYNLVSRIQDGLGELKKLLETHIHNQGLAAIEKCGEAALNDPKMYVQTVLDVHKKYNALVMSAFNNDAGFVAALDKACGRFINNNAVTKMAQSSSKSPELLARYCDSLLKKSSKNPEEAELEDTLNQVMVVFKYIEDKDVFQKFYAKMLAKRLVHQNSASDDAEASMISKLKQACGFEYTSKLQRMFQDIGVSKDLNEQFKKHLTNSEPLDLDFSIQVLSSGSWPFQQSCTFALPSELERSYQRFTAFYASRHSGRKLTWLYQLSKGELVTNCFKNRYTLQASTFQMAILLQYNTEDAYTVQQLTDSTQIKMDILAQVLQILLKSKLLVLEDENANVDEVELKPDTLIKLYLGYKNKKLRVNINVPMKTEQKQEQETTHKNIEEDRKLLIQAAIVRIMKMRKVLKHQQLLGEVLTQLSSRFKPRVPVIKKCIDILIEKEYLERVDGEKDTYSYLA
* = called active by the depositor.

| RBX1-CUL1 inh | molecule |
| --- | --- |
| 7.7 | O=C(c1ccc(-n2cccn2)cc1)N1CCCC(CO)(CCc2ccccc2)C1 (stereo not given) |
| 1.7 | CN(C)c1ccc(C(CNC(=O)c2ccccc2)N2CCc3ccccc32)cc1 (stereo not given) |
| -1.1 | Cc1ccc(NC(=O)C2CCN(c3nc4ccccc4nc3C(F)(F)F)CC2)cc1C |
| -0.6 | O=C(Nc1ccc(S(=O)(=O)Nc2ncccn2)cc1)C12CC3CC(C1)CC(n1cnc(Cl)n1)(C3)C2 |
| -4.8 | CN(C(=O)c1ccoc1)c1ccc2ccccc2c1 |
| 7.6 | COc1ccccc1N(CC(=O)Nc1ccc2c(c1)OCO2)S(C)(=O)=O |
| -12.7 | Cc1c(C(=O)O)cnc2nc(C(F)(F)F)nn12 |
| -5.7 | COc1ccc(CNC(=O)CCc2c(C)c3cc4c(C)c(C)oc4cc3oc2=O)cc1 |
| 1.1 | CCOc1ccc(N2C(=O)C(Cc3ccccc3OCc3ccc(C(=O)O)cc3)=NC2=S)cc1 |
| 4.1 | COCCCn1c(CN(C)CCN2CCCCC2)cnc1S(C)(=O)=O |
| -3.0 | Cc1cccc(-n2c(=O)c3c(c4cc(C)ccc4n3C)n(Cc3ccccc3F)c2=O)c1 |
| -6.7 | Cc1sc2[nH]c(=S)[nH]c(=S)c2c1C |
| 6.6 | CCOc1ccc2nc(NC(=O)c3ccc(Cl)cc3)sc2c1 |
| 1.7 | Cc1ccc([C@@H]2C[C@H]3CN(Cc4ccccc4C)C(=O)[C@]34CCCN24)o1 |
| 3.9 | N#CC1C(=N)Oc2c(c(=O)oc3ccccc23)C12C(=O)N(CC(=O)O)c1ccccc12 (stereo not given) |
| -2.4 | COc1ccc(-c2nn3c(=O)cc(CN4CCN(C(=O)Nc5cc(C)ccc5C)CC4)nc3s2)cc1 |
| 1.7 | CCOc1ccccc1NC(=O)CCc1nc(-c2cccc(C)c2)no1 |
| -5.1 | Cc1cccc(NC(=O)Cn2c(=O)ccc3cc(S(=O)(=O)N4CCCC4)ccc32)c1C |
| -1.5 | CCOC(=O)c1c(C)nc2sc3c(=O)n(-c4ccc(C(C)=O)cc4)nnc3c2c1-c1ccc(Cl)cc1 |
| -4.2 | CCOC(=O)C1=C(c2ccccc2)N=c2s/c(=C/c3ccc(-c4ccccc4C(=O)OC)o3)c(=O)n2C1c1cccs1 (stereo not given) |
| -0.7 | C=CCOc1ccc(/C=N/NC(=O)Cc2csc(Nc3cccc(C(F)(F)F)c3)n2)cc1OC |
| 0.9 | CCc1ccc(C(=O)N2CCC3(CC2)OCCO3)cc1 |
| -8.0 | O=C(O)C1CCCN1Cc1ccccc1 (stereo not given) |
| -4.6 | CCOc1ccc(-n2c(SCC(=O)O)nc3sc4c(c3c2=O)CCCC4)cc1 |
| 9.2 | Cc1ccc(S(=O)(=O)Nc2ccc3c(c2)CCCN3C(=O)c2cccs2)cc1C |
| -14.5 | COc1cccc(NC(=O)COc2ccc(S(=O)(=O)NC3CCCCC3)cc2)c1 |
| -5.9 | CCOc1ccc(-c2nnc(SCC(=O)c3ccc(Br)cc3)n2-c2ccccc2)cc1 |
| 0.3 | COc1ccc(OCC(=O)Nc2cc(OC)c(Cl)cc2OC)cc1 |
| 5.2 | CCOC(=O)N1CCc2c(sc3c2C(=O)NC(c2ccc(N(C)C)cc2)N3)C1 (stereo not given) |
| -8.3 | O=C(C1CCCN(S(=O)(=O)c2ccc(Br)s2)C1)N1CCN(c2ccccc2F)CC1 (stereo not given) |
| -21.8 | Cn1c(=O)n(C)c2cc(NS(=O)(=O)c3ccccc3)c(NCc3ccccc3)cc21 |
| 3.1 | O=C(CCc1ccccc1)n1cc([N+](=O)[O-])cn1 |
| -4.1 | O=C(c1ccc(Cl)cc1)c1ccc(OCC(O)CN2CCN(c3ccccc3F)CC2)cc1 (stereo not given) |
| -0.4 | CCOc1ccc(CCNC(=O)c2c(C)oc3ncn(CC(C)C)c(=O)c23)cc1 |
| -11.7 | O=C(NC(Nc1ncc(Cl)cc1Cl)(C(F)(F)F)C(F)(F)F)c1ccc(Cl)cc1 |
| -4.9 | O=C(c1cccc2c1OCCO2)N1CCc2[nH]nc(-c3cccc(F)c3)c2C1 |
| 7.2 | Cc1c(CC(=O)N(C)C(C)C)c2c(n1CCc1ccccc1)CCCC2=O |
| -1.1 | COc1ccc2c(c1)c1c(c(=O)n(CCc3ccccc3)c(=O)n1Cc1cccc(F)c1)n2C |
| -1.9 | Cc1ccc(-n2nc(C(=O)N3CCN(c4cc(Cl)ccc4C)CC3)c(=O)n(C)c2=O)cc1 |
| 8.6 | COC(=O)c1ccc2c(c1)N(Cc1ccc(Cl)cc1)C(=O)c1ccccc1S2 |
| 2.0 | CSc1nnc(NC(=O)C(C)c2cccc(C(=O)c3ccccc3)c2)s1 (stereo not given) |
| 0.4 | CCCN(c1ccccc1CC)S(=O)(=O)c1ccc2c(c1)CC(C)N2C(=O)C1CC1 (stereo not given) |
| 1.2 | CC1=C(C(N)=O)C(c2ccccc2Cl)N2C(=O)CSC2=N1 (stereo not given) |
| -3.1 | C=CCn1nnc(NC(=O)c2sc3ccccc3c2Cl)n1 |
| 6.4 | O=C(c1ccccc1)N1N=C(c2ccco2)CC1c1ccco1 (stereo not given) |
| 4.0 | O=C1Nc2ccc(Br)cc2C(O)(C(=O)N2CC=CCC2)N1C1CCCCC1 (stereo not given) |
| -2.8 | CCCCCCCSc1nnc(-c2ccc(Br)cc2)o1 |
| 2.6 | NC(=O)C1CCN(C(=O)c2cnn(-c3ccccc3)c2NC(=O)c2ccc(Br)cc2)CC1 |
| 1.4 | COc1ccc(C(=O)N2CCC(C3CCN(c4ncccn4)CC3)C2)o1 (stereo not given) |
| -2.7 | Cc1ccccc1/C=C(\C#N)c1nc(-c2cc3ccccc3oc2=O)cs1 |

(more compounds)
| RBX1-CUL1 inh | molecule |
| --- | --- |
| 4.5 | CC(C)CN1CCC(C2CCN(C(=O)c3ccnc(N)c3)C2)CC1 (stereo not given) |
| -3.7 | CCOc1ccc(OCC)c(S(=O)(=O)Oc2ccc3ccccc3c2)c1 |
| -16.8 | COCc1nc2ccccc2n1CCc1ccccc1 |
| 2.1 | COc1ccc(/C=N/NC(=O)c2cnccn2)cc1 |
| -4.3 | COc1ccc(Br)cc1CNCCN1CCOCC1 |
| 1.3 | COCCNC(=O)c1ccc(NC(=O)N2CCCCc3ccccc32)cc1 |
| 3.8 | COc1cc(/C=C/c2nc(C#N)c(N3CCC(C)CC3)o2)cc(OC)c1OC |
| 1.9 | COc1cc(-c2nnc(SCC(=O)Oc3ccc(C)cc3C)o2)cc(OC)c1OC |
| 0.9 | Cc1sc2ncn(CC(=O)N3CCN(c4ccccc4)CC3)c(=O)c2c1S(=O)(=O)N1CCC(C)CC1 |
| 4.0 | CCOC(=O)C1CCN(C(=O)c2ccc(OC3CCN(C(=O)COC)CC3)cc2)CC1 |
| 4.6 | O=C(NC1CCOC1=O)c1ccc2nc(C3CCCCC3)oc2c1 (stereo not given) |
| 0.9 | Cc1ccccc1-c1nnc(NC(=O)NC(C)Cc2cccs2)s1 (stereo not given) |
| 0.2 | CCn1c(SCC(=O)Nc2cccc(C)c2)nnc1C(C)NC(=O)c1ccccc1 (stereo not given) |
| 1.1 | O=S(=O)(c1ccccc1)c1nnn2c1nc(NCc1ccccc1)c1sccc12 |
| -5.9 | CN(CC(=O)Nc1ccc(Cl)cc1Cl)S(=O)(=O)c1cc(Cl)ccc1Cl |
| -1.0 | O=C1CCCN1c1ccc(NC2(c3ccccc3)C(=O)c3ccccc3C2=O)cc1 |
| 1.4 | COc1ccc2nc(NC(=O)c3nc(S(=O)(=O)Cc4ccccc4)ncc3Cl)sc2c1 |
| -3.3 | O=C(COc1ccccc1)OCC(=O)c1cccc2ccccc12 |
| 2.6 | CC(=O)N1CCC(N2CCCC(N(C)Cc3ccccc3)C2)CC1 (stereo not given) |
| -2.6 | COc1ccc(-n2nnnc2SCC#CCO)cc1 |
| 9.6 | CCc1ccccc1N1CC(c2nc3ccccc3n2C)CC1=O (stereo not given) |
| -8.8 | COc1cccc2c1OCC(NCc1ccccc1OCCO)C2 (stereo not given) |
| 3.7 | Cc1nc(N2CCCC2)c2c(C(=O)N3CCN(c4cccc(C)c4C)CC3)c(C)oc2n1 |
| 2.0 | COc1ccc(-c2nncnn2)cc1 |
| -4.0 | Cn1ncnc1-c1ccnc(NCc2cccc(OC(F)F)c2)n1 |
| -1.5 | COC(=O)c1ccc(NC(=O)CSc2cn(CC(=O)N3CCCCCC3)c3ccccc23)cc1 |
| 3.6 | CCOC(=O)c1nc2c3c(ncn2n1)Oc1c(c(C)nn1-c1ccccc1)C3c1ccccc1 (stereo not given) |
| 2.1 | O=C1c2ccccc2-c2onc3c(NCCO)cc(NC4CCCCC4)c1c23 |
| -7.4 | CC1(C)C(=O)C(C)(C)C12OC(c1ccccc1)(C(F)(F)F)CS2 (stereo not given) |
| -7.2 | C=CCn1c(SCc2ccc(Cl)cc2)nc2sc3c(c2c1=O)CCCC3 |
| -3.0 | CN1CCN(C2Cc3ccccc3Sc3c(F)ccc(F)c32)CC1 (stereo not given) |
| 2.3 | N#Cc1c(-c2ccccc2)c(-c2ccccc2)n(Cc2ccco2)c1NC(=O)CCCN1C(=O)c2ccccc2C1=O |
| -7.6 | Cc1ccc(C2(c3ccc(C)cc3)CC2C(=O)Nc2ccc(I)cc2)cc1 (stereo not given) |
| 1.1 | Cc1ccc([N+](=O)[O-])cc1NC(=O)C(C)Sc1nnc(COc2ccc([N+](=O)[O-])cc2)n1C (stereo not given) |
| -0.5 | O=C(NCc1cccs1)c1ccc2c(c1)sc1nc(-c3ccc(F)cc3)cn12 |
| -6.9 | c1ccc(N=C(C(=Nc2ccccc2)c2ccccc2)c2ccccc2)cc1 |
| -12.3 | Cc1ccc(NC(=O)CSc2nnc(CNc3cccc(Cl)c3)o2)c(Br)c1 |
| 1.2 | CCCC(=O)Nc1ccc(N(CC)CC)cc1 |
| 4.5 | COC(=O)CN1C(=O)COc2c(Cl)cccc21 |
| -5.9 | CCOC(=O)c1c(-c2ccc(C)c(C)c2)csc1NC(=O)c1cccnc1 |
| -0.5 | O=C(Nc1cccc(F)c1)c1ccc2oc(=O)n(Cc3ccccc3)c2c1 |
| 1.6 | COc1ccc(C2C(C(=O)Nc3cccnc3)C(C)=Nc3nc(-c4cccs4)nn32)cc1OC (stereo not given) |
| 6.6 | NC(=S)Cc1nc(-c2cc3ccccc3oc2=O)cs1 |
| -4.7 | CC(=O)n1c2c(c3ccccc31)OC(=N)C(C#N)C2c1cccs1 (stereo not given) |
| -5.6 | CCOC(=O)C1C(=N)Oc2c(oc(CO)cc2=O)C1c1ccncc1 (stereo not given) |
| 6.1 | COc1ccc(C(=O)NCCc2nc3ccccc3[nH]2)cc1 |
| 1.2 | Cc1cc(C)n(C(=O)c2c(C)c(-c3cccc(Cl)c3)nc3ccccc23)n1 |
| -1.5 | NC(=O)c1nnn(C2CCCC2)c1N |
| -1.6 | CCn1nc(C)c(-c2ccnc(NCc3cnn(Cc4ccccc4)c3)n2)c1C |
| -4.9 | CCCSCCCNC(=O)CN1C(=O)COc2ccc(S(=O)(=O)N3CCC(C)CC3)cc21 |

In the list so far, these contain a COOH group.
| RBX1-CUL1 inh | molecule |
| --- | --- |
| -12.7 | Cc1c(C(=O)O)cnc2nc(C(F)(F)F)nn12 |
| 1.1 | CCOc1ccc(N2C(=O)C(Cc3ccccc3OCc3ccc(C(=O)O)cc3)=NC2=S)cc1 |
| 3.9 | N#CC1C(=N)Oc2c(c(=O)oc3ccccc23)C12C(=O)N(CC(=O)O)c1ccccc12 (stereo not given) |
| -8.0 | O=C(O)C1CCCN1Cc1ccccc1 (stereo not given) |
| -4.6 | CCOc1ccc(-n2c(SCC(=O)O)nc3sc4c(c3c2=O)CCCC4)cc1 |

Exported in CSV form: part of the list above.
SMILES,RBX1-CUL1 inh
O=C1c2ccccc2-c2onc3c(NCCO)cc(NC4CCCCC4)c1c23,2.1
CC1(C)C(=O)C(C)(C)C12OC(c1ccccc1)(C(F)(F)F)CS2 (stereo not given),-7.4
C=CCn1c(SCc2ccc(Cl)cc2)nc2sc3c(c2c1=O)CCCC3,-7.2

Further entries.
| RBX1-CUL1 inh | molecule |
| --- | --- |
| -5.9 | Fc1nc(F)c(F)c(-c2c(F)c(F)c(F)c(F)c2F)c1F |
| 2.5 | C#CCSC1=C(C#N)[C@H](c2ccccc2[N+](=O)[O-])C(C(C)=O)C(C)=N1 (stereo not given in full) |
| -6.5 | COc1ccc(NC(=O)Cn2c(=O)n(Cc3ccc(C(=O)NCc4ccccc4Cl)cc3)c(=O)c3ccccc32)cc1 |
| 8.3 | COc1ccc(C(=O)N2CCc3onc(-c4cccc(F)c4)c3C2)c(OC)c1 |
| -10.0 | Cc1ccc(C2c3[nH]c4ccccc4c3CCN2C(=O)c2cccc(C)c2)cc1 (stereo not given) |
| -4.2 | COC(=O)c1ccc(C(=O)Nc2cc(Cl)ccc2Cl)cc1NC(=O)c1ccccc1I |
| -4.1 | Cc1ccnc(NS(=O)(=O)c2ccc(NC(=O)C(C)C)cc2)n1 |
| 2.8 | Cc1c(-c2cccc(NC(=O)C(C)(C)C)c2)nc2ncccn12 |
| -0.4 | Cc1ccc(CN(CC(=O)Nc2ccc(C)cc2C)S(=O)(=O)c2ccccc2)cc1 |
| 6.6 | Cc1nonc1CN(C)C(=O)c1ccc(C2CCCN2)s1 (stereo not given) |
| -3.4 | C=CCn1c(SCC(=O)Nc2c(C)cccc2C)nc2scc(-c3ccc(C)o3)c2c1=O |
| -1.2 | CC(C)(C)C1CCc2c(sc3nc(-c4cc5ccccc5oc4=O)[nH]c(=O)c23)C1 (stereo not given) |
| 5.7 | CCOc1cc(C#N)c(NC(=O)Cn2nnc(-c3ccc(C)cc3)n2)cc1OCC |
| -2.9 | N#C/C(=C\n1cc(Cc2ccc(Cl)cc2Cl)c2ccccc21)c1nn(CCO)c(N)c1C#N |
| 6.2 | N=C1C2N=C(c3ccco3)NC(=O)C2=NC(=O)N1c1ccccc1 (stereo not given) |
| 0.5 | CN(C)CCNC(=O)c1ccc(OC2CCN(Cc3cccnc3)CC2)c(Cl)c1 |
| -3.0 | CCc1csc(CNC(=O)c2ccc(NCc3ccccn3)nc2)n1 |
| -2.0 | CC1CCN(S(=O)(=O)c2ccc3c(c2)N(CC(=O)NCCN(C)C)C(=O)CO3)CC1 |
| 5.6 | Cc1ccc2cc3cc(C(=O)N4CCN(c5ccc(Cl)cc5)CC4)oc3nc2c1 |

Screening results (PubChem BioAssay)

Not all compounds are listed; rates above refer to the full screens.
